Screening results: PubChem BioAssay, several laboratories
NF-kB expr up – activators of NF-kB expression in neurons, primary screen, cell-based, HTS; AID 1239, 2008; hit rate 1.6% among 190,000; human neuronal cells, NF-kB reporter expression; hits give high values; fold change at 12.5 µM; in the data active = fold change above about 3.3
Efa HMGR inh – inhibitors of E. faecalis class II HMGR, primary screen, biochemical, Enterococcus faecalis; hit rate 0.41% among 190,000; AID 1066, 2008; purified E. faecalis HMGR, NADPH absorbance 340 nm kinetic; HMG-CoA reductase (Enterococcus faecalis, mvaE); inhibition, % at 10 µM;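 active = inhibition above a set limit, the median over all tested compounds plus 3 SD, cut at about 9.5% in these data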;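 also: enzyme runs in reverse so mevalonate oxidation gives rising NADPH absorbance; 0% = complete reaction with DMSO and 100% = background rate lacking mevalonate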
STAT3 blocker – IL-6 driven STAT3 reporter inhibitors, primary screen, U3A cells, luciferase, luminescence, MLSCN library; IL-6 STAT3-luciferase reporter; host cell line lacks STAT1; inhibition, % at 5.5 µM; hit rate 0.89% among 190,000;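 active = inhibition above the mean inhibition across all screened compounds plus 3 SD, cut at about 44% in these data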;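 also: 0% = DMSO only wells and 100% = 100 µM nifuroxazide control wells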
STAT1 inh – STAT1 signaling inhibitors, primary screen, cell-based, HTS, luciferase reporter | NIH 3T3 STAT1-luciferase reporter, IFN-gamma, luminescence | inhibition, % at 5.5 µM | hit rate 0.35% among 200,000 | AID 920, 2007;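 active = inhibition above a set limit, the mean inhibition across all tested compounds plus 3 SD, cut at about 34% in these data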;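 also: 0% = IFN-gamma with DMSO and 100% = IFN-gamma with 300 µM nifuroxazide; values of inactives mirror those of a sister screen read the other way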
APP 5'UTR act – activators of APP 5'UTR luciferase reporter, primary screen, SH-SY5Y cells. hit rate 1% among 190,000. activation, % at 2 µM. SH-SY5Y APP 5'UTR luciferase reporter, luminescence; zero percent = DMSO vehicle wells;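 active = activation above a set limit, based on mean plus 3 SD of controls, cut at about 140% in these data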; also: values of inactives mirror those of a sister screen read the other way
TLR4-MyD88 BLA – inhibitors of TLR4-MyD88 association in cells, primary screen, cell-based, HeLa CL3-4, BLA complementation, FRET ratio | Toll-like receptor 4 (Homo sapiens) + Myeloid differentiation primary response protein … | HeLa CL3-4 TLR4/MyD88 BLA complementation | inhibition, % at 8.4 µM | hit rate 0.18% among 200,000 | AID 861, 2007; in the data active = inhibition above about 25%;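 also: 0% = vehicle and 100% = reference inhibitor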
Target sequence (O00206 whole entry, looked up): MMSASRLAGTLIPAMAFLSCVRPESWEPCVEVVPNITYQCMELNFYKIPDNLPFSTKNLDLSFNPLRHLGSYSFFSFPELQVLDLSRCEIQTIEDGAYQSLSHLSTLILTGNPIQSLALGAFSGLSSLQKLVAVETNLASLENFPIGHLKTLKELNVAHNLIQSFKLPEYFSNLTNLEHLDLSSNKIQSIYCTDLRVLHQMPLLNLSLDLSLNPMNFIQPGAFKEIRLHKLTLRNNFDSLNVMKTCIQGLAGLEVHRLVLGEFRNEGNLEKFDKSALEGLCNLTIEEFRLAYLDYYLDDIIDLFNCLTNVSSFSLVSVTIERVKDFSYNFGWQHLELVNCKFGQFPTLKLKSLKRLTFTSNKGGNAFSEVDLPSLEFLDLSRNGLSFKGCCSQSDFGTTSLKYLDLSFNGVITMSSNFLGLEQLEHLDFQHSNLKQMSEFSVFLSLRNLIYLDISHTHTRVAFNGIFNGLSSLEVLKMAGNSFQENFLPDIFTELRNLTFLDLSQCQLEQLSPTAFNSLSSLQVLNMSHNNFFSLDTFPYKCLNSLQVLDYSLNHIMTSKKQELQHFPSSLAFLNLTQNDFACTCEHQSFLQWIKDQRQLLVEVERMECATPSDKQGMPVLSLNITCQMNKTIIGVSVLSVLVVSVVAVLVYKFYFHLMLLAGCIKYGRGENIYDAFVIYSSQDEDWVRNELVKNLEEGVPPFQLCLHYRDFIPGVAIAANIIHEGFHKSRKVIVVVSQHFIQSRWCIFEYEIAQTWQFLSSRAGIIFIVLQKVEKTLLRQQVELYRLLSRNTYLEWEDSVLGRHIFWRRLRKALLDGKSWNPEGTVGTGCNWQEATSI
Target sequence (Q99836 whole entry, looked up): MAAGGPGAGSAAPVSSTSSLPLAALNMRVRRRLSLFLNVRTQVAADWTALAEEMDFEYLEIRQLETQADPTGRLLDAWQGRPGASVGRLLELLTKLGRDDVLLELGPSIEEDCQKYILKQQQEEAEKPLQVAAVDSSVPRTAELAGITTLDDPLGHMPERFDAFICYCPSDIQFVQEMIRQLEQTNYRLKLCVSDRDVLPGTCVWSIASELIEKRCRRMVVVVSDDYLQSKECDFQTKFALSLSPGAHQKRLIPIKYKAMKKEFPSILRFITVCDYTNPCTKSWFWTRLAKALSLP
STAT1 activator – STAT1 signaling activators, primary screen, cell-based, HTS, luciferase reporter. activation (% of control), % at 5.5 µM. NIH 3T3 STAT1-luciferase reporter, IFN-gamma, luminescence; 100% = IFN-gamma alone, no compound. hit rate 2.6% among 200,000;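 active = activation above the screen-wide mean activation plus 3 SD, cut at about 130% in these data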;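 also: raw ratio to IFN-gamma control signal so 100% means no change and 0% no light; values of inactives mirror those of a sister screen read the other way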
DTT redox prof – compounds producing H2O2 with reducing agent – biochemical, NIH compound library profiling, artefact control for MLSCN library redox annotation, primary screen | hit rate 0.03% among 200,000 | activation, % at 10 µM | DTT-dependent redox cycling H2O2, phenol red/HRP absorbance; 100% = 100 µM peroxide control, 0% = buffer | AID 878, 2007;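 active = activation of at least 50% relative to the plate's high and low controls in the primary single-dose screen; inactive = activation below 50%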;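 also: compound incubated with DTT at 0.8 mM final as the reducing agent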
Hsp70 act – Hsp70 transcriptional activators, primary screen, cell-based, HeLa, Hsp70 promoter luciferase, luminescence, 10 µM | HeLa Hsp70 promoter luciferase reporter; scaled: vehicle 0, proteasome-inhibitor control 100% | activation, % at 10 µM | hit rate 0.04% among 200,000 | AID 1203, 2008;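 active = activation above the mean across all tested compounds plus 3 SD, cutoff set per campaign, cut at about 5.5% in these data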;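 also: 100% = MG132 at 30 µM as the positive control and 0% = DMSO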
STAT3 act – IL-6 driven STAT3 reporter potentiators, primary screen, U3A cells, luciferase, luminescence, MLSCN library | activation (% of control), % at 5.6 µM | hit rate 0.91% among 190,000 | IL-6 STAT3-luciferase reporter; 100% = signal with IL-6 EC80 alone;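 active = activation above the screen-wide mean of compound activation plus 3 SD, cut at about 130% in these data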;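 also: 0% = background luminescence of wells with medium and substrate only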
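System – human U3A cells carrying STAT3-luciferase construct · Probe or stimulus – Interleukin-6, 33 ng/mL · Schedule – compound 1 h, then IL-6 6 h at 37 °C · Signal – luminescence from STAT3-driven luciferase reporter · Evaluation – percent of IL-6-only median luminescence · Benchmarks – IL-6-only high control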
The depositor's hits bear a star; . = no result given.

1. COc1ccc(S(=O)(=O)NCc2ccco2)c2ccccc12
2. COc1ccc(OC)c(C(=O)COC(=O)c2c(OC)cccc2OC)c1
3. COc1cc(C)c(Br)cc1S(=O)(=O)N1CCOCC1
4. COc1ccc(CCNC(=O)C2CCCN(c3nn4c(=O)cc(C)nc4s3)C2)cc1OC (configuration not stated)
5. O=C(Nc1nc(-c2ccc3c(c2)Cc2ccccc2-3)cs1)c1ccccc1
6. CCN1C(=O)NC(c2cccnc2)C(C(=O)OC)=C1C (configuration not stated)

Compound	1	2	3	4	5	6
NF-kB expr up	1.1	1.1	1.2	0.99	0.97	1
Efa HMGR inh	0	-1	1	0	-1	-1
STAT3 blocker	-29	10	6	4	-1	-2
STAT1 inh	4	9	8	1	-5	-3
APP 5'UTR act	7	1	17	12	0	3
TLR4-MyD88 BLA	-6	-1	-7	-4	6	-3
STAT1 activator	98	90	93	99	104	103
DTT redox prof	-2.1	-0.1	-3.2	-0.8	0.8	-0.7
Hsp70 act	-0.1	-0.2	-0.2	-0.3	-0.3	-0.2
STAT3 act	128	97	95	98	104	105

7. O=C1C(Cl)=C(N2CCN(Cc3ccccc3)CC2)C(=O)N1Cc1ccccc1
8. CN(C)S(=O)(=O)c1ccc(NC(=O)CN2CCN(C(c3ccccc3)c3ccccc3)CC2)cc1
9. CSc1nnc(C)c(/C=C/Nc2ccc(Cl)cc2)n1
10. COC(=O)c1c(NC(=O)Cc2ccccc2)sc2c1C(C(=O)OC)CC2 (configuration not stated)
11. Cc1cc(/C=C2/NC(=O)N(Cc3ccccc3F)C2=O)c(C)n1C(C)C
12. COCCCNC(=S)Nc1cccc2ncccc12

Compound	7	8	9	10	11	12
NF-kB expr up	0.88	0.99	0.79	0.96	0.99	0.96
Efa HMGR inh	-3	-4	3	2	0	-2
STAT3 blocker	4	12	-17	8	-2	5
STAT1 inh	14	-1	6	-3	0	4
APP 5'UTR act	13	-10	-3	-12	2	7
TLR4-MyD88 BLA	5	6	-10	-14	1	-11
STAT1 activator	87	101	95	102	100	94
DTT redox prof	-3.6	0.7	3.7	-0.9	-0.3	0.3
Hsp70 act	-0.5	0.1	-0.1	-0.1	-0.3	-0.3
STAT3 act	100	100	119	95	101	103

13. Nc1ncnc2c1ncn2[C@@H]1O[C@H](CO)[C@@H](O)[C@H]1O
14. O=C(c1ccc(S(=O)(=O)Cc2ccccc2F)c([N+](=O)[O-])c1)N1CCCC1
15. S=C(Nc1ccc(Br)cc1Cl)NN1CCOCC1
16. N/C(=N\OC(=O)c1cccc(Cl)c1)c1cccnc1
17. O=C(Nc1nccs1)c1cc2c(s1)CCCCC2
18. CC(=O)Oc1ccc(Cl)cc1/C=C/c1cc(OC(C)=O)c2ccccc2n1

Compound	13	14	15	16	17	18
NF-kB expr up	0.98	1.3	1.2	2.6	1.4	1.1
Efa HMGR inh	-2	-5	1	-6	-1	-2
STAT3 blocker	0	2	6	4	95*	-27
STAT1 inh	-4	7	-7	-16	70*	2
APP 5'UTR act	6	12	-1	75	37	-1
TLR4-MyD88 BLA	-11	-3	3	0	12	7
STAT1 activator	104	93	104	115	35	100
DTT redox prof	0.2	-0.5	-0.1	0.2	0.1	-0.5
Hsp70 act	-0.2	-0.1	-0.1	0.1	-0.7	0.2
STAT3 act	102	105	99	101	21	119

19. Cc1nn(-c2ccccc2)c(Cl)c1C(=O)NCCN(C)C
20. O=[N+]([O-])c1ccc(NCc2ccc3c(c2)OCO3)cc1
21. COc1ccc(-c2nc(N3CCC(C)CC3)[nH]c(=O)c2C#N)cc1
22. Cc1ccc(NC(=S)NC2CC3CCC(C2)N3Cc2ccco2)cc1C (configuration not stated)
23. Cc1ccc(S(=O)(=O)N2CC3(C)CN(S(=O)(=O)c4ccc(C)cc4)CC(C)(C2)C3)cc1
24. CCn1c(SCC(=O)Nc2cc(NC(C)=O)ccc2OC)nnc1-c1cccnc1

Compound	19	20	21	22	23	24
NF-kB expr up	1	1.7	0.99	0.74	1.1	1.2
Efa HMGR inh	-3	9	-2	4	-1	-1
STAT3 blocker	2	1	-3	-3	2	-2
STAT1 inh	-4	-23	0	5	-5	-10
APP 5'UTR act	8	15	-4	4	2	13
TLR4-MyD88 BLA	-10	-8	1	7	4	-2
STAT1 activator	102	119	100	95	104	109
DTT redox prof	-0.8	-0.8	0.1	-4.0	0.3	2.9
Hsp70 act	-0.2	0.1	-0.2	0.3	0.1	-0.1
STAT3 act	106	110	103	106	103	104

25. Cc1cc(OCc2cn3cccnc3n2)ccc1Cl
26. OCCNc1cc(-n2nc(-c3ccccc3)cc2-c2ccccc2)ncn1
27. CN(C)C(=S)NC1(C)CCS(=O)(=O)C1 (configuration not stated)
28. Cc1sc2nc(CN3CCOCC3)nc(N3CCOCC3)c2c1C
29. CCOC(=O)c1c(CSc2ccccc2)n(C)c2cc(Br)c(OCC(O)CNC(CO)(CO)CO)cc12 (configuration not stated)
30. COc1ccc(C)cc1NC(=O)C(=O)NNC(=O)c1ccco1

Compound	25	26	27	28	29	30
NF-kB expr up	2.1	0.88	1.2	0.96	1.4	1.1
Efa HMGR inh	-7	-1	2	-6	-2	3
STAT3 blocker	2	2	17	4	9	22
STAT1 inh	-34	1	5	6	3	8
APP 5'UTR act	37	-6	7	0	-3	.
TLR4-MyD88 BLA	-25	9	-6	0	-10	-5
STAT1 activator	131*	99	94	95	96	93
DTT redox prof	-0.8	-0.1	1.8	0.6	0.0	-2.0
Hsp70 act	0.3	-0.3	-0.2	0.1	-0.2	-0.3
STAT3 act	97	102	92	100	94	87

31. O=C(COC(=O)CC1CC2CCC1C2)Nc1cc([N+](=O)[O-])ccc1F (configuration not stated)
32. CCOc1ccccc1NC(=O)Cn1c(=O)sc2ccccc21
33. COc1ccc(Cc2noc(CN3CCCC(OCc4ccccn4)C3)n2)cc1OC (configuration not stated)
34. O=C(O)CSc1nnc(-c2ccccc2Br)n1-c1cccc(C(F)(F)F)c1
35. O=C(Nc1ccc(N2CCN(Cc3ccccc3)CC2)cc1)c1cccnc1
36. Cc1cccc(C(=O)Oc2ccccc2/C=N/Nc2ccc([N+](=O)[O-])cc2)c1

Compound	31	32	33	34	35	36
NF-kB expr up	0.96	0.93	0.93	1.2	1	1
Efa HMGR inh	-3	-1	3	1	-1	1
STAT3 blocker	-3	-6	12	7	16	-10
STAT1 inh	2	-4	9	4	-2	11
APP 5'UTR act	15	8	5	38	-17	-16
TLR4-MyD88 BLA	-2	1	2	-15	1	15
STAT1 activator	97	102	90	94	102	90
DTT redox prof	-1.9	-0.4	-1.1	-0.9	2.6	1.3
Hsp70 act	0.1	-0.1	-0.3	-0.3	-0.2	-0.3
STAT3 act	104	108	93	96	89	107

37. O=C(CCC(=O)NNC(=S)Nc1ccccc1)NCc1ccccc1
38. COCCOC(=O)C1=C(N)OC2=C(C(=O)CC(C)(C)C2)C1c1ccncc1 (configuration not stated)
39. O=C(/C=C/c1ccc(F)cc1)N1CCN(c2ccccn2)CC1
40. CCC(C)(C)NC(=O)C1c2ccccc2Oc2ccccc21
41. CCOC(=O)c1sc2ncn(C(C)C(=O)OCC)c(=O)c2c1C (configuration not stated)
42. Cc1nc2sc3c(c2c(=O)n1NC(=O)CCBr)CCCC3

Compound	37	38	39	40	41	42
NF-kB expr up	0.86	1.3	1.1	0.98	1.3	1.8
Efa HMGR inh	-5	-4	-1	0	-3	-1
STAT3 blocker	2	0	9	8	18	10
STAT1 inh	-4	0	0	-1	-6	1
APP 5'UTR act	-4	6	-15	10	-11	-7
TLR4-MyD88 BLA	9	0	-13	-5	2	-10
STAT1 activator	103	99	100	98	105	98
DTT redox prof	0.5	-0.9	0.4	0.8	1.9	0.2
Hsp70 act	-0.3	-0.4	-0.3	0.5	0.0	-0.3
STAT3 act	103	105	94	97	89	96

Only Efa HMGR inh, for two of the compounds above:
cpd	SMILES	Efa HMGR inh
12	COCCCNC(=S)Nc1cccc2ncccc12	-2
2	COc1ccc(OC)c(C(=O)COC(=O)c2c(OC)cccc2OC)c1	-1

Next compounds follow.
43. C/C(CC(=O)NC1C2CC3CC(C2)CC1C3)=N\NC(=O)Cc1cccs1 (configuration not stated)
44. Cc1c(Cl)c(C(=O)NC2C3CC4CC(C3)CC2C4)nn1C (configuration not stated)
45. Cc1ccc(OCC(=O)Nc2ccc(F)cc2)cc1
46. NC(=O)NC(=O)COC(=O)CC12CC3CC(CC(C3)C1)C2
47. C=CCn1c(C)cc(C(=O)COc2ncnc3sccc23)c1C
48. CCOC(=O)c1c(C)[nH]c(C(=O)OC/C(O)=C(\C#N)c2nc3ccccc3[nH]2)c1C

Compound	43	44	45	46	47	48
NF-kB expr up	1.3	1.2	1.1	0.93	2.8	1.2
Efa HMGR inh	-2	-2	-5	3	-2	0
STAT3 blocker	4	1	-2	1	42	1
STAT1 inh	-5	-1	0	-5	-7	6
APP 5'UTR act	-4	-22	13	1	182*	-8
TLR4-MyD88 BLA	-11	-5	-10	-3	-5	-1
STAT1 activator	105	104	100	103	107	94
DTT redox prof	-0.5	-0.1	-2.7	0.3	1.7	-0.7
Hsp70 act	-0.5	-0.1	0.6	0.0	-0.4	0.1
STAT3 act	95	102	103	106	71	101

Printed as active in STAT1 inh, of those listed so far:
nr	Molecule	NF-kB expr up	Efa HMGR inh	STAT1 inh	APP 5'UTR act	TLR4-MyD88 BLA	STAT1 activator	DTT redox prof	Hsp70 act	STAT3 act
17	O=C(Nc1nccs1)c1cc2c(s1)CCCCC2	1.4	-1	70*	37	12	35	0.1	-0.7	21

The list goes on:
49. O=C(/C=C/c1ccccc1)N1CCN(Cc2nc3ccccc3c(=O)[nH]2)CC1
50. Cc1ccc2c(c1)N(CC(=O)O)C(=O)CO2
51. Cc1ccc(-c2csc3nc[nH]c(=S)c23)cc1C
52. COC(=O)c1ccccc1NC(=O)Nc1ccc(C)cn1
53. COc1cccc(-c2cc(C(F)(F)F)nc(-n3cncn3)n2)c1
54. O=C(COC(=O)/C=C/c1ccc(F)cc1)Nc1ccc(Cl)cn1
55. Cc1ccc(C2=NC(C)(C)N=C2SCC(=O)Nc2ccc(Cl)cc2)cc1

Compound	49	50	51	52	53	54	55
NF-kB expr up	0.82	1.2	0.78	1.2	1.2	0.98	1.2
Efa HMGR inh	-2	1	0	-5	-3	-11	-9
STAT3 blocker	1	5	1	6	19	13	8
STAT1 inh	-9	20	3	-3	-3	3	5
APP 5'UTR act	-3	-3	25	-16	3	-3	8
TLR4-MyD88 BLA	-6	1	11	2	24	8	-8
STAT1 activator	108	82	98	100	103	96	95
DTT redox prof	1.9	-0.3	0.7	-0.7	-1.4	0.7	0.2
Hsp70 act	-0.2	0.7	-0.3	-0.4	-0.1	0.0	-0.2
STAT3 act	103	98	96	99	90	95	98
